Source: PubChem (National Center for Advancing Translational Sciences (NCATS))
ALOX12 inh – ALOX12 (human) lipoxygenase inhibition | P18054 | purified 12hLO, xylenol orange hydroperoxide absorbance | Potency, µM (highest dose often 108 µM), without a hit: at the highest dose activity change, negative = inhibition, most hits filed as inhibitors | 580,000 tested, 1.1% active | AID 1671190; active = well fitted inhibition curve with a large enough effect; inconclusive = small, poorly fitted or top-dose-only effect, or another doubt; inactive = no such curve, though single readings can be large or run the other way
Target sequence (P18054 whole entry, looked up): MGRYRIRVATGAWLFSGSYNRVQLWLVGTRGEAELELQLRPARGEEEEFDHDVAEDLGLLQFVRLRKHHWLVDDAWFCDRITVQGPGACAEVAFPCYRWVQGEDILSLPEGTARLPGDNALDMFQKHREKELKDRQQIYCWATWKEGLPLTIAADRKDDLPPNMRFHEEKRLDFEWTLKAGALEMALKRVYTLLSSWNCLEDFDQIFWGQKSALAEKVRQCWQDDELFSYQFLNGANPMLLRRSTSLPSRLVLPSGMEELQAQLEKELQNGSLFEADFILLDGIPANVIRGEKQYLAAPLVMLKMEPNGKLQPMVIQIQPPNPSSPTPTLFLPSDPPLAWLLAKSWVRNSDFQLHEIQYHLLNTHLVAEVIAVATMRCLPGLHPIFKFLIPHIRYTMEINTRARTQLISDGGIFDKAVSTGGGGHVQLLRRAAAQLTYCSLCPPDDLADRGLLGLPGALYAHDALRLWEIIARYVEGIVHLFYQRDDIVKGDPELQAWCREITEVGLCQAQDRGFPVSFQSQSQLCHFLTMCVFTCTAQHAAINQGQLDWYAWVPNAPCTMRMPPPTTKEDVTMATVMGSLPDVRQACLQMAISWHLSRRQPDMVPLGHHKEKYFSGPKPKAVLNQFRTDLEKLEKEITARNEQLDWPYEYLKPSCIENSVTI
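Purified human 12hLO (150 nM final) in 25 mM Hepes, 0.01% Triton X-100, pH 7.0 was preincubated 15 min at room temperature with compound. Then 40 uM arachidonic acid was added, 30 min. Hydroperoxide was read by Fe-XO absorbance ratio 573/405 nm.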
* hit, by the source's call; ? = inconclusive; [ ] = another dose, or the depositor's remark. % is set by controls: 0 for no effect and ±100 for the full control effect; potency is the fitted concentration of half-maximal effect. This is a subset; rates above refer to the full screens.

SMILES	ALOX12 inh
O=C(NCCc1ccco1)c1ccc(CN2C(=O)CSc3ncccc32)cc1	?
Cn1c(COc2ccccc2Cl)nnc1SCCn1cccn1	-13.7%
CC(=O)Nc1cccc(-c2cc3c(ccn3CC3CCN(C)CC3)c(N3CCOCC3)n2)c1	53.0%[activator]
COc1ccc(C)cc1CC(=O)N(Cc1ccco1)C1CCS(=O)(=O)C1 (stereo not drawn)	-25.5%
CC(=O)Nc1ccccc1SC(F)(F)F	-20.2%
O=C(NC1CC1)[C@@H]1CN(Cc2ccc(Cl)cc2F)C[C@H]1CO	44.7µM*
CCCN1C(=O)Cc2ccccc2C1C(=O)NCc1cc(OC)ccc1OC (stereo not drawn)	-4.0%
COc1ccc(OC)c(-n2c(=S)[nH]c3cc(C(=O)NCCCN4CCCC4=O)ccc3c2=O)c1	?
Cc1ccc(C(=O)C(C)OC(=O)C23CC4CC(CC(O)(C4)C2)C3)cc1 (stereo not drawn)	-19.9%
COC(=O)C[C@@H]1CC[C@@H](NC(=O)c2ccccc2F)[C@@H](CO)O1	3.0%
Cc1ccc(C(CNC(=O)c2cc(=O)c3ccc(C)c(C)c3o2)N(C)C)o1 (stereo not drawn)	?
Cc1ccc(CN2CC3ON=C(C(=O)O)C3C2)cc1 (stereo not drawn)	?
O=C(c1cn[nH]c1-c1ccc(F)cc1)N1CCC2(CC1)CC(O)CCO2 (stereo not drawn)	55.1%[activator]
CC(Nc1ccc2oc(C(C)(C)C)nc2c1)C(=O)N1CCNC1=O (stereo not drawn)	18.1%
O=C1c2cnc(-c3cccc(F)c3)nc2OCCN1c1ccccc1	9.5%[176 µM]
CCn1ncc(C(=O)N[C@@H]2CN(c3ccncn3)C[C@H]2CN(C)C)c1C	57.4%[activator]
O=C(CSc1nc2[nH]ncc2c(=O)[nH]1)Nc1nccs1	5.0%
COc1ccc(Nc2nc3ccccc3nc2NS(=O)(=O)c2ccc(NC(C)=O)cc2)cc1OC	13.4%
CC(=O)N1CCOC(Cc2cccc(C(F)(F)F)c2)C1 (stereo not drawn)	0.2%
COC[C@@H]1CN(C(=O)c2cc(C)oc2C)C[C@H]1c1ccccn1	-3.4%
CC(C)N1C(=O)C2(CCCC2)C1C(=O)N1CCC(N2CCCCC2)CC1 (stereo not drawn)	48.5%[activator]
Cc1cnc(SCC2CCCO2)nc1C1CCCN(Cc2cc3c(cc2Cl)OCO3)C1 (stereo not drawn)	7.4%
CC(C)CCC(=O)N1CCN(c2nc3c(s2)CN(C)CC3)CC1	35.7%[activator]
COc1ccc(CC(=O)Nc2ccc([C@@H](O)[C@H]3COCC(=O)N3Cc3ccc(C(F)(F)F)cc3)cc2)cc1	2.9%
O=C(CN1C(=O)NC(c2ccccc2)C2=C1COC2=O)NC1CCCC1 (stereo not drawn)	31.2%[activator]
COCCn1ncc(N2CCCC(CC(=O)Nc3ccccc3OC)C2)cc1=O (stereo not drawn)	37.5%
Cc1ccc(NC(=O)CN(C)C(=O)c2nn(-c3ccccc3)c3c2CCC3)cc1	20.1%
CC(=O)N1CCC[C@@]2(CCN(c3ccccc3)C2)C1	5.9%[57.4 µM]
CCCCNC(=O)c1cc(-c2ccc(C)o2)nc2ccccc12	?
CC(=O)Nc1ccc(NC(=O)COc2cc(O)c3c(=O)cc(-c4ccccc4)oc3c2)cc1	-11.7%
CCCNC(=O)Nc1cccc(C(N)=O)c1C	52.7%[activator]
CCOC(=O)C1CCCCN1C(=O)c1c(C)oc2c1CN(Cc1cccc(F)c1)CC2 (stereo not drawn)	0.5%
CCn1cc(-c2cc3c(cn2)CN(Cc2ccncc2)CCN3)cn1	60.2%[activator][176 µM]
CCNc1ncc2nc(C)c(=O)n(Cc3ccc(F)cc3)c2n1	213.9%[activator]
O=C(Nc1nc(-c2ccc(Br)cc2)cs1)c1cc(=O)c2ccccc2o1	0.7%
COc1ccc(NC(=O)COc2cccc(-c3nnc4n3CCCC4)c2)cc1OC	11.0%
O=C1CC(C(=O)Nc2ccc3c(c2)OCCO3)N=C(Nc2ccc(F)cc2)N1 (stereo not drawn)	-18.5%
Cc1ccc(C(=O)C2CC2)cc1	-15.4%
CC1CCC2(CC1)NC(=O)N(CC(=O)N1CCCc3ccccc31)C2=O (stereo not drawn)	3.7%
CCc1ccc(-c2nc(CSCC(=O)NCC(OC)OC)c(C)o2)cc1	-1.0%
O=C(c1ccccc1)N1CC2(CCCN2C2COC2)Cc2ccccc21 (stereo not drawn)	-3.3%[6.33 µM]
COC(=O)c1cn(NC(=O)/C=C/c2cccc(OC)c2OC)c(=O)c2ccccc12	-21.5%
COCCn1c(C)cnc1CCNS(=O)(=O)c1cccc(OC)c1	0.4%
COc1ccccc1CCNC(=O)c1sc(NC2CC2)nc1C	?
O=C(CN1CCCC1c1ccc2c(c1)OCCCO2)Nc1cc(Cl)ccc1F (stereo not drawn)	-23.6%
COc1ccc(-c2cnc3[nH]cc(CC(=O)N4CCC(OC)CC4)c3c2)cc1	5.8%[176 µM]
CC(=O)c1cnn(-c2cc(NC3CCCC3)nc(-c3ccccc3)n2)c1C	73.5%[activator]
CC(C)(C)C(=O)NC[C@H]1O[C@H](Cc2cc(COc3ccccc3)on2)CC[C@@H]1O	4.4%[176 µM]
CCc1ccc([C@@H]2c3c(C)nn(-c4ccccc4)c3NC(=O)[C@H]2NC(=O)c2ccccc2)cc1	?
N#Cc1cccc(C(=O)NC2CCN(c3cc(-c4ccccc4)[nH]n3)CC2)c1	57.3%[activator]
Going on with the list.
SMILES	ALOX12 inh
CN(C)[S+](=O)([O-])c1ccc2c(c1)OCCN(Cc1cccnc1)C2	-17.4%[176 µM]
C=CCNC(=O)C[C@@H]1CCN(S(=O)(=O)c2ccccc2)C[C@@H]1CC	23.7%[176 µM]
O[C@H]1[C@H](NCc2ccncc2)[C@H]2CO[C@H](O2)[C@@H]1N1CCC(Cc2ccccc2)CC1	?
CCOC(=O)c1ccc(NC(=O)Cn2c(N3CCC(C)CC3)nc(C)cc2=O)cc1	-13.5%
O=C(/C=C/c1ccccc1)O/N=C1\CCCc2oc3c(c21)CCCC3	?
Cc1ccc(C)c(OCC(=O)c2ccc3c(c2)N(C(C)C(=O)NCC2CCCO2)C(=O)CO3)c1 (stereo not drawn)	19.8%
Cn1ccnc1C(=O)NCC1Cn2cccc2C(=O)N1Cc1ccccc1 (stereo not drawn)	1.2%
CCCn1c(C)c(CC(=O)N(CC)Cc2noc(C)n2)c2c1CC(C)(C)CC2=O	47.1%[activator]
O=C1Nc2ccccc2CC12CCN2[S+](=O)([O-])c1cccs1 (stereo not drawn)	0.5%[176 µM]
CCOC(=O)C1CCN([C@H]2CS(=O)(=O)C[C@@H]2S(=O)(=O)c2ccc(C)cc2)CC1	-13.4%
O=S(=O)(NC[C@H]1OC[C@@H](NCc2ccccn2)[C@@H]1O)c1ccccc1	76.9%[activator][176 µM]
COCCOCC(=O)N1CCN(C(=O)N2CC3CC(C2)[C@H]2CCCC(=O)N2C3)CC1 (stereo partly drawn)	2.5%
COCCNC(=O)c1c(C)sc2ccn(Cc3ccc(F)cc3)c(=O)c12	42.2%[activator]
O=C(C1CN(C(=O)c2ccc(Cl)c(Cl)c2)c2ccccc2O1)N1CCOCC1 (stereo not drawn)	?
CCOc1ccccc1C(=O)NCc1nnc2c(-c3nc(C4CC4)no3)cccn12	55.2%[activator]
Cc1cccnc1C(=O)N[C@@H]1CN(Cc2ccccc2)C[C@H]1CN(C)C	78.5%[activator]
CCCNC(=O)c1nnc2n1CCN(C(=O)c1ccc(F)c(F)c1)C2	1.2%
COc1ccc(C(=O)N2CC(c3nnc(-c4ccncc4)o3)C3(CCOCC3)C2)cc1F (stereo not drawn)	38.6%[activator]
O=C(Cc1n[nH]c(=O)c2ccccc12)NCCCc1ccccc1	-19.5%
NS(=O)(=O)c1ccc(N/N=C2/CCc3ccccc32)c([N+](=O)[O-])c1	?

3 compounds from above, ordered by SMILES length, rising:
SMILES	ALOX12 inh
O=C(Cc1n[nH]c(=O)c2ccccc12)NCCCc1ccccc1	-19.5%
CCCNC(=O)c1nnc2n1CCN(C(=O)c1ccc(F)c(F)c1)C2	1.2%
CCOc1ccccc1C(=O)NCc1nnc2c(-c3nc(C4CC4)no3)cccn12	55.2%[activator]

The list goes on:
SMILES	ALOX12 inh
COc1ccc(-c2ccc3onc(C)c3n2)cc1OC	?
c1ccc(OCC2CN(Cc3ccncc3)CC23CN(c2ccccc2)C3)cc1 (stereo not drawn)	30.4%[activator][176 µM]
Cc1cn2nc(C(=O)Nc3ccc(N(C)C)cc3)cc2c(N(C)Cc2ccccc2)n1	-14.2%
COc1cccc(-c2c(NC(=O)c3ccc(C)cc3)oc3ccccc3c2=O)c1	-15.7%
CC(C)N(C)Cc1nnnn1CC(=O)N1CCC(CCn2cccn2)CC1	36.5%
COc1ccccc1-c1nn2c(CN3CCCCC3)nnc2s1	-29.7%
COc1ccc(C(=O)N2CCOc3ccc(CCC(N)=O)cc3C2)cc1F	-1.9%
CCCS(=O)(=O)N1CCN(C2CCN(CCOC)C2=O)CC1 (stereo not drawn)	?
Cc1ccc(-c2cnc(CCC(=O)NCC(CC(C)C)N3CCOCC3)o2)cc1C (stereo not drawn)	-20.3%
COc1cccc(C(=O)N2CCC(c3nn(-c4ccccc4)c(=O)[nH]3)CC2)c1	-16.3%
Cc1ccc(CNC(=O)N2CCC(Oc3ncccc3C(=O)N3CCCCC3)C2)cc1 (stereo not drawn)	61.5%[activator]
COc1cccc(C(=O)NN2CC(O)=C(c3nc(-c4ccc(Cl)cc4)cs3)C2=N)c1	?
CCOC(=O)c1ccc(NC(=O)N2CCN(Cc3nc(-c4ccc(C)cc4)oc3C)CC2)cc1	?
Cc1nc(C)n(CCCNC(=O)C2CCN(C(=O)C3CCC3)CC2)n1	5.7%
O=C(CC1CCOCC1)Nc1ccc(OC(F)(F)F)cc1	9.5%
Cc1ccc(F)cc1NS(=O)(=O)c1ccc(N2CC(C(=O)O)CC2=O)cc1 (stereo not drawn)	?
O=S(=O)(NCCO)c1ccc(Oc2ccc(S(=O)(=O)NCCO)cc2)cc1	-6.4%
O=C(NCc1ccc(F)cc1)c1n[nH]c2c1CCCC2	61.4%
CC(=O)NC(O)C(=O)c1ccc(C)cc1 (stereo not drawn)	?
COc1ccc(NC(=O)c2cc(=O)[nH]c3ccccc23)c(OC)c1	3.8%
Cc1ccc(Cl)cc1NC(=O)COC(=O)c1nn(C)c(=O)c2ccccc12	6.9%
CN(Cc1cnn(-c2ccccc2)c1)C(=O)c1nn(C)c(=O)c2ccccc12	12.3%
CC1=C[C@@H](CNCc2ccncc2)[C@H](C(C)C)C[C@H]1Cc1nnc(-c2ccccc2F)o1	64.5%[activator][176 µM]
COCCc1noc(-c2ccccc2OC2CN(C(=O)c3ccncc3)C2)n1	21.0%
COc1ccc(OCCN(C)c2nc(-c3cccnc3)nc3ccccc23)cc1	-12.2%
O=C(O)C1(c2ccc(Cl)cc2)CCCCC1	-1.5%
COc1ccc(S(=O)(=O)Nc2ccccc2CCc2nc3ccccc3n2C)cc1OC	6.0%
CCONC(=O)CNC(=O)c1ccccc1	?
CCC1CN(CCNC(=O)c2ccc(N3CCOCC3)cc2)Cc2cc(OC)ccc2O1 (stereo not drawn)	-2.9%
CNC(=O)NC(=O)C(C)Nc1cccc(Cl)c1C (stereo not drawn)	1.9%
C=CCCCCCCCCC=O	-4.3%[176 µM]
Nc1ccn([C@@H]2O[C@H](C(=O)N[C@H](Cc3ccccc3)C(=O)NCC(F)(F)F)[C@@H](O)[C@H]2O)c(=O)n1	1.0%
COc1ccc(C2=NOC3(CCN([S+](=O)([O-])c4cccs4)C3)C2)cc1 (stereo not drawn)	84.1%[activator]
CC(C)c1nnc2ccc(N3CCCCCC3)nn12	-7.9%
COC[C@@H]1CN(C(=O)COc2ccc(F)cc2)C[C@H]1c1nc(C)no1	-6.2%
NCc1cccc(-c2cccnc2)c1	?
Cc1ccc(Cn2c(C3CCN(C(=O)c4cccc(C)c4)CC3)n[nH]c2=O)cc1	-0.7%
O=C(CSc1nc(=O)n(Cc2ccncc2)c2c1CCC2)N1CCCCC1	-14.9%
CN(C)C(=O)c1cccnc1OC1CCN(S(=O)(=O)c2ccc(F)c(F)c2)C1 (stereo not drawn)	59.7%
NC(=O)c1ccc(NC(=O)Cn2nc3c(cc2=O)CCCCC3)cc1	27.5%
CCC(O)C(=O)N1CCC(c2[nH]ncc2-c2cccc(OC)c2)CC1 (stereo not drawn)	58.7%[activator]
COC(=O)c1cc(CN2CCCC3(CCNC3)C2)ccc1O (stereo not drawn)	-2.5%
O=C1CC(c2ccc3c(c2)OCO3)c2c(n3c(nc4ccccc43)[nH]c2=O)N1 (stereo not drawn)	8.1%
COc1ccc(CNC(=O)C=C(C)C)cc1	?

Entries listed so far containing an NH in an aromatic ring, in the order listed:
SMILES	ALOX12 inh
COc1ccc(OC)c(-n2c(=S)[nH]c3cc(C(=O)NCCCN4CCCC4=O)ccc3c2=O)c1	?
O=C(c1cn[nH]c1-c1ccc(F)cc1)N1CCC2(CC1)CC(O)CCO2 (stereo not drawn)	55.1%[activator]
O=C(CSc1nc2[nH]ncc2c(=O)[nH]1)Nc1nccs1	5.0%
COc1ccc(-c2cnc3[nH]cc(CC(=O)N4CCC(OC)CC4)c3c2)cc1	5.8%[176 µM]
N#Cc1cccc(C(=O)NC2CCN(c3cc(-c4ccccc4)[nH]n3)CC2)c1	57.3%[activator]
O=C(Cc1n[nH]c(=O)c2ccccc12)NCCCc1ccccc1	-19.5%
COc1cccc(C(=O)N2CCC(c3nn(-c4ccccc4)c(=O)[nH]3)CC2)c1	-16.3%
O=C(NCc1ccc(F)cc1)c1n[nH]c2c1CCCC2	61.4%
COc1ccc(NC(=O)c2cc(=O)[nH]c3ccccc23)c(OC)c1	3.8%
Cc1ccc(Cn2c(C3CCN(C(=O)c4cccc(C)c4)CC3)n[nH]c2=O)cc1	-0.7%
CCC(O)C(=O)N1CCC(c2[nH]ncc2-c2cccc(OC)c2)CC1 (stereo not drawn)	58.7%[activator]
O=C1CC(c2ccc3c(c2)OCO3)c2c(n3c(nc4ccccc43)[nH]c2=O)N1 (stereo not drawn)	8.1%
